PI5P4K alpha inh: blocks human PI5P4K alpha kinase activity; P48426; PI5P4Kalpha enzyme, ADP-Glo luminescence, 60 min; hits give low values; max response, %; hit rate 1.2% among 330,000; active means max response of -50% or lower; inconclusive means between -30% and -50%; inactive means -30% or higher; further: value at the top dose of about 77 µM; on the % scale 0 is the no-effect control and ±100 the full control effect
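Enzyme plus substrate dispensed, test compounds pinned in, then ATP (5 microM final) added. After 60 min at RT, ADP-Glo reagent 1 for 45 min and reagent 2 for 30 min preceded luminescence imaging.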
MmCpn inh: inhibitors of Methanococcus maripaludis chaperonin (MmCpn) | AID 504842 | purified Mm-Cpn ATPase, ADP Transcreener TR-FRET | Potency, µM (highest dose often 76.9 µM), inactives show at the top dose activity, negative = inhibition, hits mostly inhibitors | hit rate 0.031% among 330,000; further: potency means the concentration at half of the fitted maximal effect; on the % scale 0 is the no-effect control and ±100 the full control effect; nearly all actives have a fitted effect of over 80% in size
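ATPase read-out: TR-FRET ADP immunoassay (anti-ADP Eu cryptate vs ADP-d2), ex 320 nm, em 590/665 nm; signal drops as ADP forms. Enzyme 25 nM, ATP 10 uM, 30 min at 37°C after 10 min compound preincubation.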
EPAC2 antag: EPAC2 (human) antagonism; EPAC2 GEF exchange of Rap1B-BODIPY-GDP, fluorescence; Potency, µM (highest dose often 114 µM), without a hit: top-dose activity, negative = inhibition, hits mostly inhibitors; hit rate 0.18% among 360,000; AID 720708; further: potency means the concentration at half of the fitted maximal effect; on the % scale 0 is the no-effect control and ±100 the full control effect; nearly all actives have a fitted effect of over 45% in size; many of its hits are not listed in these tables
PLK1 PBD block: inhibitors of human PLK1 polo-box domain binding; P53350; Plk1 PBD binding of FITC phosphopeptide, fluorescence polarization; Potency, µM, for inactives: max response, negative = inhibition, actives largely listed as inhibitors; hit rate 2.8% among 360,000; further: potency means the concentration at half of the fitted maximal effect; series mostly up to about 57 µM; on the % scale 0 is the no-effect control and ±100 the full control effect; nearly all actives have a fitted effect of over 65% in size
CCT chaperon mod: cytosolic chaperonin activity modulation | purified chaperonin ATPase assay, HTRF ADP detection, 30 min | activity change, % (no concentration beside the values), hits read low | hit rate 0.3% among 360,000 | AID 651819; in the data active means activity change below about -30%; further: on the % scale 0 is the no-effect control and ±100 the full control effect
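TRiC at 40 or 20 nM final (batch-dependent) in 30 mM Tris pH 7.4, 100 mM KCl, 5 mM MgCl2, 1 mM DTT, with compound at single 76 uM and 10 uM ATP, 30 min at 37 deg C. ADP detected by HTRF Transcreener, 665/615 ratio.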
EPAC1 ag: activates human EPAC1 exchange factor | EPAC1 agonist qHTS, biochemical assay; response scale: 100% = response to 6.5 mM cAMP | Potency, µM (titrated, usually from 154 µM), for the others: top-dose activation, most hits filed as activators | hit rate 0.073% among 360,000; further: potency means the concentration at half of the fitted maximal effect; nearly all actives have a fitted effect of over 60% in size
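Nucleotide exchange by EPAC1 (100 nM) on Rap1B–BODIPY-GDP (250 nM) in the presence of 50 uM GDP is tracked fluorescently at 480/540 nm over 30 min. Signals are normalized to a 6.5 mM cAMP control.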
EPAC1 antag: EPAC1 (human) antagonism; Potency, µM (doses to about 115 µM), for inactives: top-dose activity change, negative = inhibition, actives largely listed as inhibitors; hit rate 0.14% among 360,000; EPAC1 GEF assay, Rap1b-BODIPY-GDP exchange fluorescence; AID 720709; O95398;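 further: potency means the concentration at half of the fitted maximal effect; plate controls were vehicle for no effect and positive control for full effect; nearly all actives have a fitted effect of over 50% in size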
WRN helicase inh: WRN helicase (human) inhibition. WRN helicase unwinding, fluorescent forked duplex, kinetic. Potency, µM (titrated, usually from 114 µM), inactives show top-dose activity change, negative = inhibition, usual class: inhibitors. hit rate 0.46% among 360,000; further: potency means the concentration at half of the fitted maximal effect; on the % scale 0 is the no-effect control and ±100 the full control effect; nearly all actives have a fitted effect of over 55% in size
Target sequence (Q14191 whole entry, looked up): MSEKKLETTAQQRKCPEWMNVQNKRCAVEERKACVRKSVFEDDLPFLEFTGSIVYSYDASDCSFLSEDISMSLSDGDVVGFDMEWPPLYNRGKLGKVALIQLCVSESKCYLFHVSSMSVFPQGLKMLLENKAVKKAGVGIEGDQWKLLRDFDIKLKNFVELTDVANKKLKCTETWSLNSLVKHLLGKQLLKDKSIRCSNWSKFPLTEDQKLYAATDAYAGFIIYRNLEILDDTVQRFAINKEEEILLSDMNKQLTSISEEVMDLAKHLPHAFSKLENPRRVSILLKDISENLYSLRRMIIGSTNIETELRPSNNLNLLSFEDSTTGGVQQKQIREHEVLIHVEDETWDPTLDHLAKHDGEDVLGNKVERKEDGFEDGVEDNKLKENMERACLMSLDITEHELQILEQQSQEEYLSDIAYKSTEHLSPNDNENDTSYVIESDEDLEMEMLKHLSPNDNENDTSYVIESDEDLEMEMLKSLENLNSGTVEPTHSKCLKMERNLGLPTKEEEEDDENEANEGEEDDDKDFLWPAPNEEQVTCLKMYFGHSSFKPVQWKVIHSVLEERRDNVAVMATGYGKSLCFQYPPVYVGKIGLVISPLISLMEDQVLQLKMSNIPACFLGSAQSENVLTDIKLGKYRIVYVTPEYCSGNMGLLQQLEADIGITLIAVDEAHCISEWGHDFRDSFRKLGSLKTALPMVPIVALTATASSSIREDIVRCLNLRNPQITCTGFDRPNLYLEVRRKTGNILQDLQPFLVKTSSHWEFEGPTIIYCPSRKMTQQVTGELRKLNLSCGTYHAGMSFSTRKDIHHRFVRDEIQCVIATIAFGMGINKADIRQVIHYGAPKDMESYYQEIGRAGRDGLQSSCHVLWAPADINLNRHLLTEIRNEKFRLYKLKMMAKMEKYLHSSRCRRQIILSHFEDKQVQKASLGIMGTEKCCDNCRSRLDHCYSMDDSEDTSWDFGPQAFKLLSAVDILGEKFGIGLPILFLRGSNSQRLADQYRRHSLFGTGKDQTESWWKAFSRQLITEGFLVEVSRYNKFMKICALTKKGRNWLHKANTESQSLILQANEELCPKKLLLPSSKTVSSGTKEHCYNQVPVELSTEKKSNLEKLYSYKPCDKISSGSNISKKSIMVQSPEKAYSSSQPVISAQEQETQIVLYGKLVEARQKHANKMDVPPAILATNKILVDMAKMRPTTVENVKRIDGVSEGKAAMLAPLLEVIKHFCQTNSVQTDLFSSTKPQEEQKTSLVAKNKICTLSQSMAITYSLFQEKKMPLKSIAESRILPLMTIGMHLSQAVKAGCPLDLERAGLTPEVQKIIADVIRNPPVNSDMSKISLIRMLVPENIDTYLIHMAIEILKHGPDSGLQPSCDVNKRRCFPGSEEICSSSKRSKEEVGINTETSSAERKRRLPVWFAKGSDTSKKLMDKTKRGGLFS
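Screening of the MLSMR collection measured strand separation of a quenched forked DNA duplex (100 nM) by 20 nM WRN with 2 mM ATP, all final. Compounds were preincubated with enzyme 15 min at room temperature.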
The depositor's hits bear a star; ? = inconclusive; nt = no result given; [ ] = dose if it differs, or a comment. Unless noted, the call rests on the fitted dose curve; in most records, active means well fitted curve in the direction sought with a large enough effect; inconclusive means small, poorly fitted or top-dose-only effect, or another doubt; inactive means no such curve, though single readings can be large; an effect the other way counts as inactive or inconclusive. These rows are one share of the data (hit frequency here may not be typical).

mol,PI5P4K alpha inh,MmCpn inh,EPAC2 antag,PLK1 PBD block,CCT chaperon mod,EPAC1 ag,EPAC1 antag,WRN helicase inh
Cn1c(N)c(C(=O)COC(=O)CNC(=O)c2ccccc2Cl)c(=O)n(C)c1=O,6,1%,-5%,2%,-1.0,2%,-19%,2%
COc1ccc(NC(=O)COC(=O)CCCC2=NS(=O)(=O)c3ccccc3N2)cc1Cl,2,3%,-2%,-8%,1.7,12%,-27%,-1%
CCOC(=O)C1=C(C)N(CCO)C(=O)NC1c1ccccc1 (configuration not stated),nt,-1%,-6%,-9%,-0.6,6%,-1%,-3%
COC(=O)c1[nH]nc2c1C(=O)N(C1CCCCC1)C2=O,-17,1%,-2%,-12%,-1.2,5%,5%,4%
CSc1sc(C(=O)OC(C)C)c2c1C(=O)CC(C)(C)C2,1,-4%,-2%,5%,-0.5,-2%,11%,1%
Cc1cc(C)n2c(SCC(=O)Nc3ccc(F)cc3F)nnc2n1,-5,-1%,-2%,?,-1.3,-2%,16%,-4%
Cc1nc2[nH]c(=O)n(O)c(=O)c2s1,-6,nt,3%,0%,-0.1,7%,2%,3%[11.6 µM]
Cc1cccc(/C(N)=N/OC(=O)c2cccnc2)c1,-7,-2%,6%,-6%,-2.5,-9%,18%,-2%
O=C(c1ccc(N2CCOCC2)nc1)N1CCOCC1,nt,0%,3%,-4%,1.4,0%,-1%,-5%
COC(=O)c1ccccc1NC(=O)CNc1ccc(F)c(S(=O)(=O)N2CCOCC2)c1,-5,2%,-7%,-8%,-0.7,5%,18%,6%
Cc1cnc(C(=O)N(CC(C)C)c2c(N)n(CC(C)C)c(=O)[nH]c2=O)cn1,3,-3%,2%,-5%,0.6,-3%,11%,3%
COc1ccc(C(NC(=O)/C=C\c2ccco2)c2ccc(OC)c(OC)c2)cc1 (configuration not stated),nt,0%,-5%,?,-2.9,12%,-17%,-4%
Cc1ccc(S(=O)(=O)N2CCN(C(=O)CCOc3ccccc3C)CC2)cc1C,1,0%,-1%,-4%,-1.8,9%,-15%,0%
O=C(CCc1nnc(Cc2ccc3c(c2)OCO3)o1)NC(c1ccccn1)C(F)(F)F (configuration not stated),-1,-3%,5%,1%,-0.6,0%,6%,0%
COc1ccc(NC(=O)CN2C(=O)C(C)SC(C)C2=O)cc1 (configuration not stated),1,-14%,-12%,-14%,1.2,3%,0%,-3%
CC(C)(C)c1ccc(/C=C/C(=O)N2CCN(c3ncccn3)CC2)cc1,4,2%,4%,-10%,-0.6,-4%,0%,-1%
COc1ccc(Br)cc1C1SCCN1S(C)(=O)=O (configuration not stated),-3,2%,19%,-6%,2.8,-4%,4%,0%
Cc1cc2nc(-c3ccc(Cl)cc3)c(Cc3cccc(Cl)c3)n2c(C)c1Br,0,nt,-19%,-5%,1.4,-3%,-17%,-5%
Cc1nc2cc(-c3ccccc3)nn2c(C)c1CCC(=O)N1CCN(c2ccccc2)CC1,3,0%,3%,-9%,0.2,-13%,-3%,-2%
CCOC(=O)C1=C(C)N=C2SC(C(=O)OC)=CC(=O)N2C1c1ccc(F)cc1 (configuration not stated),nt,1%,-10%,-26%,-0.9,3%,-13%,-10%
Cc1ccc(N2C(=O)N(CC(=O)c3cc(C)ccc3C)C(=O)C2C)cc1 (configuration not stated),-1,0%,-12%,-2%,-0.8,5%,-4%,-12%
O=C(CCl)Nc1c(C(=O)Nc2ccc3c(c2)OCCO3)oc2ccccc12,1,-1%,-3%,-11%,1.1,-11%,?,1%
Fc1ccc(Oc2nccc(-c3ccc(Cl)cc3)n2)cc1,18,1%,16%,2%,2.7,4%,16%,-2%
O=S(=O)(NCc1ccccc1)NCc1ccc(Cl)cc1Cl,16,-1%,-3%,4%,-2.3,-8%,4%,1%
Cc1c(C(=O)Nc2ccccc2)oc2c1C(=O)CC(C)(C)C2,nt,-1%,0%,3%,-0.3,0%,-7%,-6%

The last 2 records of the part above are carried over, then new ones follow.
mol,PI5P4K alpha inh,MmCpn inh,EPAC2 antag,PLK1 PBD block,CCT chaperon mod,EPAC1 ag,EPAC1 antag,WRN helicase inh
O=S(=O)(NCc1ccccc1)NCc1ccc(Cl)cc1Cl,16,-1%,-3%,4%,-2.3,-8%,4%,1%
Cc1c(C(=O)Nc2ccccc2)oc2c1C(=O)CC(C)(C)C2,nt,-1%,0%,3%,-0.3,0%,-7%,-6%
COc1ccc(/C=N/NC(=O)C(=O)NCc2cccnc2)cc1,-5,0%,11%,4%,2.4,-5%,14%,-1%
COc1ccc(C2Sc3nncn3N2Cc2ccc(C#N)cc2)cc1 (configuration not stated),-1,1%,-2%,-9%,-1.3,3%,-7%,5%
O=C(Nc1ccc(C(O)(C(F)(F)F)C(F)(F)F)cc1)c1ccc(Cl)c([N+](=O)[O-])c1,10,1%,?,-1%,2.2,-10%,?,-22%
COc1ccc(N2CCN(/C(=N\S(=O)(=O)c3ccccc3)Nc3nc(C)cc(C)n3)CC2)cc1,nt,0%,-2%,1%,-0.5,2%,1%,-1%
Cc1ccc(S(=O)(=O)N2CCOc3ccccc32)c(C)c1NS(C)(=O)=O,-2,2%,-3%,3%,-4.5,-8%,1%,3%
CCn1c(-c2nn(C)c(C)c2Cl)n[nH]c1=S,-3,-1%,-2%,-26%,0.2,4%,-5%,3%
O=C(Cc1ccccc1)Nc1ccc2c(c1)C(=O)N(CC1CCCO1)C2=O (configuration not stated),-4,-1%,12%,2%,-1.2,2%,13%,1%
O=C(COc1cc2oc(=O)c3c(c2cc1Cl)CCC3)N1C[C@H]2C[C@@H](C1)c1cccc(=O)n1C2,1,0%,-9%,-10%,1.3,-12%,22%,-2%
Cc1ccc(NC(=O)C2CCCN2C(=O)NCc2ccccc2)cc1 (configuration not stated),-4,?,-1%,-3%,-1.6,0%,10%,-1%
O=C1CC(=O)N2CCSC2=N1,-5,nt,10%,-3%,-2.6,0%,-14%,-3%
COc1cc(OC)cc(C(=O)NC(C(=O)Nc2ccc3nc(C)sc3c2)C(C)C)c1 (configuration not stated),2,-3%,-9%,-4%,-0.4,1%,11%,5%
COC(=O)c1ccc(C(=O)NC2CCSc3ccccc32)cc1 (configuration not stated),0,0%,-10%,-3%,1.0,4%,12%,-6%[57.1 µM]
CCCCCCCCOC(=O)c1cc([N+](=O)[O-])c(Sc2ncnc3nc[nH]c23)c([N+](=O)[O-])c1,0,nt,9%,-29%,-2.8,-24%,-11%,?
Clc1ccc(OCCCc2nc(-c3cccnc3)no2)c(Cl)c1,nt,-1%,-3%,4%,-2.0,23%,-13%,-11%
CCCc1nc2c(c(=O)c3ccccc3n2C)c(=O)n1-c1ccc(F)cc1,-2,0%,-1%,-7%,-1.8,-6%,3%,-16%
CCCCCCCOc1ccc(OC(=O)c2cccnc2)cc1,nt,1%,-8%,-4%,-4.3,5%,9%,-3%
CC1=NNC(=O)C1CCC(=O)N/N=C\c1cccc(Cl)c1 (configuration not stated),-3,-7%,1%,-9%,-0.1,6%,-19%,-3%
Cc1cc(C(=O)CSc2nnc(N)s2)c(C)n1CCc1ccc(Cl)cc1,-19,-2%,7%,-3%,1.0,-9%,14%,1%
CCNS(=O)(=O)c1ccc(CCC(=O)NCc2cccnc2)cc1,7,1%,5%,2%,-1.2,0%,3%,1%
CCC(CC)NC(=O)COC(=O)c1ccc(OCC(=O)Nc2ccccc2OC)c(OC)c1,0,3%,-5%,-6%,-0.8,12%,-3%,0%
CS(=O)(=O)CCSc1ncccc1C(=O)NCc1cccs1,5,-3%,10%,-5%,0.9,13%,-12%,-6%
Cc1cccc(N2CCN(C3=NC(=O)C(Cc4ccccc4)S3)CC2)c1 (configuration not stated),-1,1%,5%,-8%,-0.6,3%,11%,2%
C[C@H]1CN([C@@H](C)CO)C(=O)CCCn2nncc2CO[C@H]1CN(C)S(=O)(=O)c1cccs1,-4,nt,-4%,-18%,-3.3,-9%,12%,0%
CCCC(=O)N(c1ccc(C(=O)O)cc1)c1nc(-c2ccccc2)c(C)s1,0,0%,-16%,-13%,0.1,-1%,-14%,1%
CCCCCNCc1ccc(OCc2ccc(Cl)nc2)c(OC)c1,-5,-3%,-11%,-4%,-4.7,2%,-2%,-13%
COc1ccc(CCN(C)CCCN2CC(c3ccccc3)CC2=O)cc1OC (configuration not stated),1,-1%,-14%,?,-7.3,19%,0%,4%
Cc1cc(Br)ccc1NC(=O)CCN1C(=O)c2ccncc2C1=O,-6,1%,-4%,0%,-4.2,-3%,-10%,6%
CC1(NC(=S)Nc2ccccc2)CCS(=O)(=O)C1 (configuration not stated),-11,1%,7%,-8%,0.4,11%,-10%,2%
O=C(NCCO)c1c(O)c2cccc3c2n(c1=O)CC3,12,-3%,-2%,-7%,-2.7,7%,-13%,6%
Cc1ccc(N2N=C(C(=O)O)CCC2=O)cc1Cl,-1,-1%,-1%,9%,0.3,-3%,6%,-7%[57.1 µM]
Cc1cc(C)cc(NC(=S)NCC2CCCO2)c1 (configuration not stated),-5,-1%,-15%,-4%,-2.4,4%,1%,-10%
CSc1nc(C)c(CCOC(=O)c2ccccc2)c(=O)[nH]1,1,-1%,12%,-1%,1.2,-2%,8%,-3%
N#Cc1c(-c2ccccc2)nc(SCc2cccc(Cl)c2)[nH]c1=O,-22,-10%,89µM*,27µM*,-1.5,-5%,?,-25%
Clc1ccc(Cn2c(-c3cccnc3Cl)nc3ccccc32)cc1,nt,0%,-7%,4%,0.8,3%,3%,-3%
CC1=C(C(=O)N2CCCCCC2)CC(CC(=O)NCCc2ccccn2)C(=O)N1CCCN1CCCC1=O (configuration not stated),-1,nt,-4%,nt,nt,15%,-10%[57.5 µM],-3%[57.1 µM]
CCN1CCCC1CNC(=O)c1cc(S(N)(=O)=O)ccc1OC (configuration not stated),1,nt,-5%,2%,-2.0,-24%,6%,6%
COc1ccc(-c2nn(-c3ccccc3)cc2C(=O)N2CCN(S(=O)(=O)c3ccccc3[N+](=O)[O-])CC2)cc1,3,nt,-1%,-2%,-2.1,1%,-14%,-1%
COC(=O)CSc1nnc(-c2ccncc2)o1,6,-5%,18%[57.1 µM],2%,-1.0,-5%,4%,-3%
